Bioassay records as filed in PubChem BioAssay.
MBD2 DNA inh = MBD2-methylated oligo binding inhibition | Q9UBB5 | 0.31% of 370,000 active | inhibition, % at 4.4 µM | TR-FRET, MBD2 binding to methylated oligonucleotide; in the data active = inhibition above about 13%
UHRF1 MBD2 ctr = UHRF1 methyl-DNA binding inhibition | 0.75% of 370,000 active | AID 687016 | UHRF1 binding to methylated oligo, TR-FRET | inhibition, % at 4.4 µM | Q96T88; in the data active = inhibition above about 21%;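 also: UHRF1 SRA domain binding a hemimethylated CpG hairpin DNA probe; 0% = median of test compound wells and 100% = reference inhibitor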
ABHD4 inh = inhibits mouse alpha/beta hydrolase domain 4 | Q8VD66 | purified mABHD4, FP-Rh probe fluorescence polarization | inhibition, % at 8.92 µM | 0.54% of 370,000 active | AID 720543;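 active = inhibition exceeding the mean over every tested compound plus 3 SD, cut at about 30% in these data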;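 also: 0% = plate median of compound wells and 100% = S159A mutant with DMSO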
Target sequence (Q8VD66 whole entry, looked up, the tested form may be a part): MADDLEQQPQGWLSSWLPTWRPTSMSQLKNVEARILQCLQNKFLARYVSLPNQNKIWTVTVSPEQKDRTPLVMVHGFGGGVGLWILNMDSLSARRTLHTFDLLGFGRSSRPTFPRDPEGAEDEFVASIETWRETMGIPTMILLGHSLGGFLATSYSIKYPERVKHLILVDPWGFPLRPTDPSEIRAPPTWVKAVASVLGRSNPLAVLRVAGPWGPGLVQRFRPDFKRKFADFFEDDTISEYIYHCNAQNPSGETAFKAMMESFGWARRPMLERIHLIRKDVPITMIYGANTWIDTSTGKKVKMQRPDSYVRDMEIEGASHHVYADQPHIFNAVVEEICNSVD
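Assay system: mABHD4 protein; medium: HEPES pH 7.0, NaCl, Pluronic buffer; dosing: 8.92 µM, single dose; schedule: 45 min + 60 min at 25 °C; signal: FP readout, ex 525 nm / em 598 nm; read-out: normalized percent inhibition of probe labeling; repeats: single replicate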
PRMT1 FP inh = inhibitors of human PRMT1; recombinant PRMT1, activity-based probe fluorescence polarization; inhibition, % at 2.79 µM; 1.3% of 370,000 active; AID 652257;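 active = inhibition above about 21% made by adding two undisclosed values, limit read from the data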
TCR-CD3 inh = blocks the human TCR-CD3 interaction; TAMRA-labeled TCR probe fluorescence, biochemical; 0.37% of 360,000 active; inhibition, % at 9.4 µM; in the data active = inhibition above about 19%;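 also: recombinant mutant TCR 2C K166C tagged with TAMRA read by polarization; 0% = receptor in buffer alone and 100% = receptor with positive control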
GC-B act = GC-B (human) receptor activation | HEK293-GC-B cells, CNP EC30, cGMP TR-FRET; 0% at EC30 CNP, 100% saturating CNP | activation, % at 10 µM | AID 1920062 | 0.11% of 370,000 active;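 active = activation at 10 µM reaching about 35% in either raw or pattern-adjusted values, limit read from the data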
rCAG RNA binder = molecules binding r(CAG) RNA repeats | r(CAG) RNA repeat, TO-PRO-1 dye displacement fluorescence | inhibition, % at 3 µM | 1.3% of 370,000 active;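 active = inhibition above the plate cutoff, the mean of all test compounds on that plate plus 3 SD, cut at about 35% in these data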;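 also: 0% = DMSO alone and 100% = 100 µM mitoxantrone as full dye displacement; higher means more dye released from RNA so lower well fluorescence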
SIAE primary = human SIAE inhibition, primary screen | AID 1053197 | SIAE FP-Rh probe binding, fluorescence polarization | inhibition, % at 9.66 µM | 0.69% of 370,000 active | Q9HAT2;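 active = inhibition above a cutoff: mean of compounds within the control limits plus 3 SD of those, cut at about 17% in these data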;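 also: 0% = plate median of compound wells and 100% = probe without SIAE protein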
HTRA1 inh = HTRA1 (human) protease inhibition; recombinant HTRA1, FP-rhodamine activity-based probe, fluorescence polarization; inhibition, % at 5.96 µM; 0.5% of 340,000 active; in the data active = inhibition above about 36%;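 also: 0% = enzyme with DMSO and 100% = wells lacking enzyme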
Target sequence (Q92743 whole entry, looked up): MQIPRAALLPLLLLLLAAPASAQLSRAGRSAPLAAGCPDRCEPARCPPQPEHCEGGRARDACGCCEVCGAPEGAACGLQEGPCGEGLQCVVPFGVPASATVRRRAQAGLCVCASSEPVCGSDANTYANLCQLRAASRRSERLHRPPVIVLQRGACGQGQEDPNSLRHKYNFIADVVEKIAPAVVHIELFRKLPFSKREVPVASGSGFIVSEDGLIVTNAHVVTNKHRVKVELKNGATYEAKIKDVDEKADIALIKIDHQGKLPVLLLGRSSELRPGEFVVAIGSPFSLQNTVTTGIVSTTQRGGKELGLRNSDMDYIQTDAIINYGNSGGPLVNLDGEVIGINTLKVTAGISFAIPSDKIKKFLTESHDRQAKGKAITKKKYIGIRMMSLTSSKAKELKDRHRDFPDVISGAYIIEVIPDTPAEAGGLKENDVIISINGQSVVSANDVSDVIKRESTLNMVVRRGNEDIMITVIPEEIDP
GC-A act = GC-A (human) enzyme activation; HEK293 GC-A cells, cGMP TR-FRET, EC30 ANP; 0% at EC30 ANP, 100% saturating ANP; AID 1671463; activation, % at 10 µM; 0.14% of 370,000 active; in the data active = activation above about 40%
Starred values were filed as active, the others as inactive; · = no result given. An excerpt. The share of hits here may be higher or lower than overall.

Order of values – MBD2 DNA inh | UHRF1 MBD2 ctr | ABHD4 inh | PRMT1 FP inh | TCR-CD3 inh | GC-B act | rCAG RNA binder | SIAE primary | HTRA1 inh | GC-A act
O=C(NCc1cccs1)Nc1ccc(Cl)cc1
  9 | 7 | -20 | -1 | -4 | 2 | 4 | -7 | -9 | -2
Fc1ccc(NC(=S)N/N=C/c2ccc(F)c(F)c2)c(F)c1
  -3 | -2 | -1 | 0 | 5 | -2 | 2 | -4 | -3 | 1
O=C(c1ccc(S(=O)(=O)N2CCCCC2)cc1)c1nnc(-c2ccc(Cl)cc2)o1
  -3 | -1 | 5 | 1 | 8 | 3 | 2 | 4 | -1 | -5
CC1CCN(C(=O)COC(=O)C23CC4CC(CC(O)(C4)C2)C3)CC1
  3 | 0 | 2 | -1 | 2 | 5 | -3 | -12 | 9 | 2
COc1cc(C(=O)N2CCN(C3=NS(=O)(=O)c4ccccc43)CC2)cc(OC)c1OC
  5 | 2 | -3 | 3 | -1 | 4 | -1 | 2 | 2 | 0
CCOCCCNC(=O)C1CCN(C(=O)Nc2ccc(Cl)cc2)CC1
  2 | 3 | -1 | 2 | -4 | 0 | -6 | -7 | 2 | -3
CCOC(=O)C1(Cc2ccc(Cl)cc2)CCN(C(=O)C2CCCO2)CC1 (stereo unspecified)
  7 | 5 | -4 | 1 | -7 | 3 | -8 | -2 | 0 | 2
Oc1ccc(/C=N/N2CCCCC2)cc1O
  -2 | -1 | 16 | -2 | 5 | 2 | 3 | 5 | 3 | 4
O=C(NCCN1CCOCC1)c1ccccc1-c1ccccc1
  -1 | 1 | 5 | 1 | 8 | -1 | 1 | 4 | 6 | 1
CC(C)NC(=O)CNc1ccc(C(F)(F)F)cc1[N+](=O)[O-]
  3 | -3 | 5 | 0 | -1 | -1 | 5 | 5 | 7 | 3
COc1ccccc1OCC(=O)OCn1c(SC)nnc(C)c1=O
  10 | 5 | -9 | 7 | 0 | 0 | 2 | -6 | 1 | -1
CC1CCCCN1CCNC(=O)C1CCCN(S(=O)(=O)c2cccc3nsnc23)C1 (stereo unspecified)
  1 | 1 | -11 | 3 | -4 | 1 | 1 | 0 | -2 | 1
O=C(COC(=O)C12CC3CC(CC(O)(C3)C1)C2)NC(=O)NCc1ccco1
  -7 | -2 | 3 | -1 | 2 | -5 | 2 | 6 | 5 | 1
Cc1cc(CCNC=O)c(C)c2c1oc1ccccc12
  4 | -4 | 0 | 0 | -6 | -8 | 6 | -3 | -26 | -2
CC(OC(=O)C1CCCCC1)C(=O)Nc1cccc(Cl)c1 (stereo unspecified)
  4 | 2 | 0 | 5 | 3 | 1 | -4 | 2 | -4 | 3
CCOc1ccc(CN(C)CC(=O)Nc2cccc(S(=O)(=O)N(C)c3ccccc3)c2)cc1
  -3 | 1 | 7 | -4 | -1 | -2 | -2 | 10 | -21 | -4
CCCS(=O)(=O)N1CCN(C(=O)COc2ccc(OC)cc2)CC1
  -3 | 2 | 4 | 0 | 2 | 4 | -3 | 1 | -5 | 4
CN(C)c1ccc(C=Nc2ccccc2C(N)=O)cc1
  -1 | -1 | 7 | 7 | -1 | -6 | 0 | 6 | -3 | 0
O=C(COC(=O)CCc1nc2ccccc2c(=O)[nH]1)NC(=O)NC1CCCC1
  -1 | 4 | 1 | 2 | -1 | -3 | -4 | 6 | 7 | 0
CCCCCN(C(=O)CCC(=O)OCc1ccccc1C)c1c(N)n(CCCC)c(=O)[nH]c1=O
  -1 | 1 | 3 | -1 | -1 | -1 | -8 | 0 | 1 | -1
CC(C)(CNC(=O)Cc1ccc(NS(=O)(=O)c2cccc(C(F)(F)F)c2)cc1)N1CCOCC1
  7 | 0 | 5 | 2 | 8 | 0 | -4 | -2 | -7 | 3
CCN(CC)C(=O)CCC(=O)Nc1ccc(C(=O)OC)cc1
  -2 | -1 | 4 | -1 | 1 | 2 | 0 | 4 | 6 | -1
CC1CN(C(=O)COc2ccc3ccccc3c2)CC(C)O1 (stereo unspecified)
  -4 | -2 | -2 | -2 | -2 | -2 | 4 | -4 | -1 | -3
Fc1cccc(Cl)c1CN1CCN(c2nc3ccccc3s2)CC1
  -2 | 1 | -2 | -5 | 1 | -1 | -5 | 3 | -18 | -1
COc1cc(C(=O)NCCc2cn3ccc(C)cc3n2)cc(OC)c1OC
  -3 | 1 | 2 | 0 | -2 | -8 | 2 | -1 | -7 | -2
Cc1nc(C)c(C(=O)C2=C(O)C(=O)N(CCN3CCOCC3)C2c2cccnc2)s1 (stereo unspecified)
  0 | -4 | 13 | -3 | 0 | -7 | 0 | 4 | 4 | 1
CCOC(=O)CN1C(=O)/C(=C2\SC(=S)N(NC(=O)c3cccnc3)C2=O)c2ccccc21
  0 | -1 | -4 | 5 | 7 | 5 | 8 | 3 | -6 | 6
Nn1c(SCC(=O)NC2CCCCC2)nnc1-c1ccc(Cl)cc1
  6 | 2 | 2 | -2 | -7 | 0 | -6 | 1 | -2 | 0
CCCOC(=O)c1c(N)sc2c1CCC2
  -5 | 0 | 9 | 10 | -3 | -2 | 12 | 1 | 16 | -4
O=C(CSc1ccc(S(=O)(=O)N2CCOCC2)cn1)Nc1ccc(F)c(F)c1
  2 | 2 | 1 | -6 | 1 | -1 | 1 | -3 | -6 | -6

Random excerpt: four compounds from above
Order of values – MBD2 DNA inh | UHRF1 MBD2 ctr | ABHD4 inh | PRMT1 FP inh | TCR-CD3 inh | GC-B act | rCAG RNA binder | SIAE primary | HTRA1 inh | GC-A act
CC(OC(=O)C1CCCCC1)C(=O)Nc1cccc(Cl)c1 (stereo unspecified)
  4 | 2 | 0 | 5 | 3 | 1 | -4 | 2 | -4 | 3
Cc1nc(C)c(C(=O)C2=C(O)C(=O)N(CCN3CCOCC3)C2c2cccnc2)s1 (stereo unspecified)
  0 | -4 | 13 | -3 | 0 | -7 | 0 | 4 | 4 | 1
CCOC(=O)CN1C(=O)/C(=C2\SC(=S)N(NC(=O)c3cccnc3)C2=O)c2ccccc21
  0 | -1 | -4 | 5 | 7 | 5 | 8 | 3 | -6 | 6
CCOCCCNC(=O)C1CCN(C(=O)Nc2ccc(Cl)cc2)CC1
  2 | 3 | -1 | 2 | -4 | 0 | -6 | -7 | 2 | -3

The results go on:
Order of values – MBD2 DNA inh | UHRF1 MBD2 ctr | ABHD4 inh | PRMT1 FP inh | TCR-CD3 inh | GC-B act | rCAG RNA binder | SIAE primary | HTRA1 inh | GC-A act
CC(=O)Nc1nc(=S)n(-c2ccccc2)[nH]1
  -6 | 0 | 3 | 15 | -4 | 4 | -3 | 7 | 2 | 1
Oc1cccc(C=NCc2ccccc2)c1O
  -1 | 7 | 45* | 36* | 29* | 0 | 19 | 18* | 55* | 3
C[n+]1cccc(/C=N/Nc2nc(Cl)c(C#N)c(Cl)c2Cl)c1
  -4 | -3 | 5 | 49* | -6 | 3 | 3 | -3 | · | 11
Oc1oc(-c2ccco2)nc1C=Nc1ccccc1
  8 | -1 | 15 | -1 | -1 | -2 | -3 | 6 | 4 | -2
CC(C)(C)c1ccc(-n2ncc3c2CCCC3NC(=O)C2=NNC(=O)CC2)cc1 (stereo unspecified)
  3 | 1 | 0 | -1 | 0 | 4 | -8 | 4 | -6 | -4
O=C(C#Cc1ccccc1)Nc1cccc(F)c1
  8 | 3 | -11 | 2 | -3 | -2 | -1 | -2 | -24 | 0
COc1ccc(-n2c(N)c(C(=O)NCc3cccnc3)sc2=S)cc1
  -7 | -4 | 2 | 3 | 1 | 0 | 0 | 4 | 2 | 0
CC(C)Cc1nnc(NC(=O)C2CCCN(C(=O)c3ccc(Cl)cc3)C2)s1 (stereo unspecified)
  -3 | -4 | -2 | -4 | 0 | -4 | 2 | 2 | -2 | -1
COc1cccc(OC)c1C(=O)NC(=S)N1CCCCC1c1cccnc1 (stereo unspecified)
  -3 | 3 | -1 | -1 | 0 | 0 | -1 | 6 | -3 | 6
COc1cccc(CNn2cnnc2)c1OCc1ccccc1F
  -3 | -1 | 0 | -3 | 5 | -3 | -2 | 6 | 4 | 1
O=C(NCN1CCc2ccccc2C1)c1ccccc1
  0 | 1 | -3 | 2 | 0 | -5 | 3 | 0 | 0 | 6
Cc1ccc(C)c(N2CCN(S(=O)(=O)c3ccc4c(c3)CCN4C(=O)CCC(=O)O)CC2)c1
  2 | -2 | 4 | -2 | 0 | 12 | 5 | 9 | -3 | 2
Cc1[nH]n(-c2ccccc2)c(=O)c1Sc1ccc(Cl)cc1
  -2 | -5 | 1 | 4 | -3 | 5 | 4 | -5 | -7 | 0
O=C(COC(=O)c1cccnc1Cl)NCc1ccc2c(c1)OCO2
  -2 | -1 | -2 | 0 | 4 | 5 | 2 | -5 | 0 | 4
COc1cccc(CNC(=O)C2CC(=O)N(c3ccc4c(c3)OCCO4)C2)c1 (stereo unspecified)
  -1 | -1 | 7 | 0 | 0 | 6 | -3 | 4 | 1 | 3
CCC1CC(/C(C)=N/NC(N)=O)OC1=O (stereo unspecified)
  1 | -2 | 10 | 1 | 1 | 1 | 1 | 2 | 1 | 6
CCCCCCCCCCOC(=O)C[N+](C)(C)C/C=C(/C)Cl
  2 | 0 | 10 | 2 | -5 | 0 | 5 | 4 | 6 | 2
Cc1ccccc1C(=O)Oc1cccc2c(O)cccc12
  -2 | -3 | -10 | 3 | 1 | -8 | 12 | 13 | -6 | 7
Fc1ccccc1N1CCN(C2CCN(Cc3c[nH]c4ccccc34)CC2)CC1
  4 | 0 | -1 | -2 | -1 | -2 | -6 | -6 | -4 | -9
CCOC(=O)C1=CCN(S(=O)(=O)c2ccccc2Cl)C1c1cccc(F)c1 (stereo unspecified)
  -2 | -3 | -7 | 0 | 1 | -5 | -1 | 12 | · | -1
Cc1ccc(NC(=O)c2ccc([N+](=O)[O-])o2)c(C)c1
  -5 | -2 | 1 | -5 | -1 | -6 | 0 | -2 | 1 | -2
CCN(CCN(C)C)C(=O)C1CCN(S(=O)(=O)c2c(C)noc2/C=C/c2ccccc2F)CC1
  2 | 0 | 5 | 5 | -2 | -2 | -3 | -6 | 11 | 6
COc1ccc(CC(=O)Nc2cc(S(=O)(=O)N3CCOCC3)ccc2N2CCCC2)cc1OC
  -4 | 0 | -4 | -1 | 3 | 1 | 2 | -4 | -4 | 0
O=C(O)CCC(NC(=O)c1cncc(O)c1)C(=O)O (stereo unspecified)
  0 | 2 | -2 | -2 | 5 | 2 | -1 | -2 | 4 | -3
Cc1cc2c(C)nc(-c3ccccc3)nc2o1
  2 | -4 | 1 | 0 | 6 | 1 | 0 | 2 | 2 | 7
CC1(C)OC(=O)CC1C(=O)NCc1ccccc1 (stereo unspecified)
  0 | 1 | 3 | 0 | 1 | 4 | -3 | -9 | 2 | 7
O=C(COc1ccc(Cl)cc1)NCCNC(=O)c1ccccn1
  -1 | 1 | 2 | 1 | 4 | -3 | -2 | 5 | 6 | 5
CCN1CCc2c(sc(NC(=O)CN3C(=O)c4ccccc4C3=O)c2C(N)=O)C1
  -1 | 0 | -7 | -5 | 4 | 1 | 4 | 2 | 7 | 8
Cc1cc(NC(=O)/C(C#N)=C/c2ccc(-c3ccc(SC(F)F)cc3)o2)n(-c2ccccc2)n1
  -5 | 1 | -9 | 0 | 2 | 7 | 6 | -6 | 0 | -2
Cc1c(O)cc2c(c1O)C(=O)CC(c1ccc(O)cc1)O2 (stereo unspecified)
  15* | 29* | -3 | 2 | 34* | -1 | 21 | -2 | 3 | -2
